Source: PubChem BioAssay
Pol beta inh = qHTS Assay for Inhibitors of DNA Polymerase Beta; 1.3% of 340,000 active; Pol beta primer extension/strand displacement, fluorescence kinetic; P06746; AID 485314, 2010; Potency, µM (highest dose often 114 µM), for the others: top-dose activity change, negative = inhibition, most hits filed as inhibitors; note: % is set by controls: 0 for no effect and ±100 for the full control effect
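Pol beta (10 nM) and compounds were preincubated 15 min at room temperature, then 50 nM substrate (final) started primer extension/strand displacement. Reads were taken at 0 and 10 min; concentration-response data were fitted to a four-parameter Hill equation.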
APE1 inh = qHTS Assay for Inhibitors of the Human Apurinic/apyrimidinic Endonuclease 1 (APE1); recombinant APE1, TAMRA/BHQ-2 abasic DNA cleavage fluorescence; Potency, µM (titrated, usually from 65.8 µM), for the others: top-dose activity change, negative = inhibition, actives largely listed as inhibitors; 0.35% of 350,000 active; AID 2517, 2012;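 note: plate controls were vehicle for no effect and reference inhibitor for full effect; nearly all actives have a fitted effect of over 55% in size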
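Readout is kinetic fluorescence (ex 525, em 598 nm) from cleavage of 50 nM TAMRA/BHQ-2 THF abasic duplex by 0.75 nM APE1, compound added 15 min beforehand at RT.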
POLK inh = qHTS for Inhibitors of Polymerase Kappa; purified Pol kappa, fluorescent DNA synthesis assay, 10 min; Potency, µM (series often up to 107 µM), without a hit: at the highest dose activity, negative = inhibition, actives largely listed as inhibitors; 0.53% of 400,000 active; note: % is set by controls: 0 for no effect and ±100 for the full control effect
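Kinetic fluorescence screen: compound preincubated 15 min RT with 10 nM enzyme; 50 nM substrate (final) initiates; reads at 0/10 min.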
BLM helicase inh = qHTS Assay for Inhibitors of Bloom's syndrome helicase (BLM). RecQ-like DNA helicase BLM (Homo sapiens), P54132. recombinant BLM DNA unwinding, fluorescence dequenching. Potency, µM (doses to about 56.1 µM), for the others: at the top dose activity change, negative = inhibition, hits mostly inhibitors. 0.2% of 350,000 active;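 note: plate controls were vehicle for no effect and no enzyme for full effect; nearly all actives have a fitted effect of over 35% in size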
JMJD2A Tudor = qHTS Assay for Inhibitors of JMJD2A-Tudor Domain. Lysine-specific demethylase 4A (Homo sapiens), O75164. AlphaScreen JMJD2A-Tudor / H3K4me3 peptide binding. Potency, µM (titrated, usually from 114 µM), for inactives: at the top dose activity change, negative = inhibition, actives largely listed as inhibitors. 4.4% of 390,000 active. AID 504339, 2011; note: % is set by controls: 0 for no effect and ±100 for the full control effect; nearly all actives have a fitted effect of over 50% in size
POLH inh = qHTS for Inhibitors of Polymerase Eta. 1.2% of 390,000 active. Potency, µM (titrated, usually from 114 µM), without a hit: at the highest dose activity change, negative = inhibition, actives largely listed as inhibitors. DNA polymerase eta (Homo sapiens), Q9Y253. recombinant Pol eta, fluorescent DNA replication assay; note: % is set by controls: 0 for no effect and ±100 for the full control effect
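Pol eta (10 nM) was preincubated with compounds for 15 min at room temperature, after which fluorescent replication substrate (50 nM final) was added to start the reaction. Fluorescence was read kinetically at 0 and 10 min.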
G9a inh = qHTS Assay for Inhibitors of Histone Lysine Methyltransferase G9a. Histone-lysine N-methyltransferase EHMT2 (Homo sapiens), Q96KQ7. G9a H3K9 monomethylation, AlphaScreen, 2 h. Potency, µM (top dose mostly 102 µM), without a hit: at the top dose activity, negative = inhibition, usual class: inhibitors. 8.8% of 350,000 active. AID 504332, 2011; note: % is set by controls: 0 for no effect and ±100 for the full control effect; nearly all actives have a fitted effect of over 75% in size
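Readings reflect AlphaScreen signal from monomethyl-H3K9 antibody detection. HMT at 20 nM; substrate b-H3K9 500 nM; cofactor SAM 20 uM; 2 h RT reaction; compounds tested as titrations in qHTS with 15 min preincubation.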
POLI inh = qHTS for Inhibitors of Polymerase Iota; AID 588590, 2011; DNA polymerase iota (Homo sapiens), Q9UNA4; Pol iota fluorescent replication assay, 10 min; 1% of 390,000 active; Potency, µM (doses to about 115 µM), for the others: at the highest dose activity, negative = inhibition, most hits filed as inhibitors
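Fluorescent replication assay read twice, at 0 min and 10 min after adding 50 nM (final) substrate. Enzyme (10 nM) and compounds were first incubated 15 min at room temperature; enzyme-free buffer wells were negative controls.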
BAZ2B inh = qHTS Assay for Inhibitors of BAZ2B | Bromodomain adjacent to zinc finger domain protein 2B (Homo sapiens), Q9UIF8 | AID 504333, 2011 | 4.4% of 360,000 active | AlphaScreen BAZ2B-H3K14Ac peptide displacement | Potency, µM (top dose mostly 114 µM), inactives show at the top dose activity change, negative = inhibition, hits mostly inhibitors; note: % is set by controls: 0 for no effect and ±100 for the full control effect; nearly all actives have a fitted effect of over 60% in size
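BAZ2B 50 nM plus b-H3(5-23)K14Ac 50 nM, PBS pH 7.4/0.01% Tween-20, 30 min RT; compound added (max 110 uM), 30 min RT; streptavidin donor/Ni-chelate acceptor beads 10 ug/mL final, 20 min dark; AlphaScreen read.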
The depositor's hits bear a star; ? = inconclusive; · = not tested or not shown; & = joins results of further samples; [ ] = dose if it differs, or a comment. Calls come from the whole dose curve; as a rule, active = well fitted curve in the direction sought with a large enough effect; inconclusive = small, poorly fitted or top-dose-only effect, or another doubt; inactive = no such curve, though single readings can be large; an effect the other way counts as inactive or inconclusive. Potency is the fitted concentration of half-maximal effect. Not all compounds are listed; rates above refer to the full screens.

item	compound	Pol beta inh	APE1 inh	POLK inh	BLM helicase inh	JMJD2A Tudor	POLH inh	G9a inh	POLI inh	BAZ2B inh
1	Clc1ccc2nc(CN3CCCCC3)cn2c1	24%	15%	2%	1%	-4%	-10%	50µM*	19%	8%
2	Cc1ccc(CCNC(=O)C2CCN(Cc3nc(-c4ccccc4C)oc3C)CC2)cc1	13%	·	-16%	1%	-19%	-7%	-49%[59 µM]	-29%	-17%
3	COC(C)(C)c1cc(C(C)(C)C)nc(N)n1	-18%	-2%	-2%	-1%	-13%	-8%	1%[59 µM]	25%	7%
4	O=C(COC(=O)Cc1ccsc1)NCc1ccc(Cl)cc1	21%	26%	-1%[60.1 µM]	4%	3%	-10%	46%[59 µM]	?	2%
5	O=[N+]([O-])c1ccc(Sc2cccc3cccnc23)c2cccnc12	-5%	2%	1%	-3%	-30%	-16%	-46%[59 µM]	25%	?
6	O=C(C1CCCN(S(=O)(=O)c2cccc3nonc23)C1)N1CCN(c2ccccc2F)CC1 (stereo not given)	-2%	·	-23%	-2%	?	-19%	?	4%	-32%
7	COc1ccccc1CC(=O)NCc1ccc2c(c1)OCO2	-2%	5%	-1%	0%	-18%	-5%	-12%[12.7 µM]	6%	-8%
8	COc1ccccc1OCCNC(=O)c1ccc(S(=O)(=O)N(C)C)cc1	37%	12%	-11%	-2%	-11%	3%	-40%	-12%	-9%
9	Cc1[nH]c(=S)c(C#N)c(-c2ccccc2)c1C(=O)Nc1ccccc1	-2%	1%	-4%	-3%	79µM*	-1%	?	-25%[58.9 µM]	-15%
10	CCOC(=O)N1CCN(C(=O)c2cc(COc3ccc4ncccc4c3)on2)CC1	18%	7%	-12%	-13%	-6%	6%	·	11%	4%
11	C=CCSc1nnc(NC(=O)C2CC(=O)N(Cc3ccc(C)cc3)C2)s1 (stereo not given)	·	-25%	-10%	·	-31%	-10%	16%[12.7 µM]	?	-36%
12	COc1cc(/C=C2\SC(=S)N(CC(=O)O)C2=O)ccc1OS(=O)(=O)c1ccc(C)cc1	·	-3%	-19%	·	?	?	5%[0.501 µM]	14µM*	6%
13	C[C@H](CO)N1C[C@H](C)[C@@H](CN(C)S(=O)(=O)c2ccc(F)cc2)Oc2ccc(NC(=O)Cc3ccccc3)cc2C1=O	·	9%	2%	·	-15%	-24%	·	6%	·
14	Cc1ccccc1OCc1n(CC(=O)OC2CC(C)CCC2C(C)C)c2ccccc2[n+]1C (stereo not given)	1%&0%	-2%&5%	-12%&-8%	4%&-8%	?	-20%&-12%	-11%[59 µM]	54%&-4%[activator]	-22%&-20%
15	Cc1cc(=O)n2c3c(sc2n1)C(=O)N(Cc1ccccc1)C3=O	35%	3%	·	-2%	·	·	6.3µM*	·	-2%
16	CCC1CCCCN1S(=O)(=O)c1ccc(S(=O)(=O)N(Cc2cccs2)C2CC2)cc1 (stereo not given)	-4%	-2%	-3%	-6%	9%	-3%	29%	9%	7%
17	COc1ccc(C2CC(c3cccs3)=NN2C(=O)CSc2nc3ccccc3o2)cc1 (stereo not given)	3%	3%	-1%	-7%	0%[57.1 µM]	-18%	-8%[59 µM]	-3%	-24%
18	COc1ccc(-c2nc3c(Br)c(N)c(Br)cc3o2)cc1	20%	-6%	-12%	-14%	-17%	-12%	?	-1%[58.9 µM]	-8%
19	CCc1ccccc1Nc1nc(N)nc(COC(=O)c2c(C)noc2C)n1	·	8%	-7%	·	-5%	-10%	18%[59 µM]	5%	10%
20	O=C(Nn1cnnc1)c1cc(Cl)ccc1Cl	0%	46%[activator]	-3%	1%	-10%	-2%	28%	-18%	-5%

(more compounds)
item	compound	Pol beta inh	APE1 inh	POLK inh	BLM helicase inh	JMJD2A Tudor	POLH inh	G9a inh	POLI inh	BAZ2B inh
21	O=C(CN1C(=O)C2CCc3[nH]c4ccccc4c3C2C1=O)N1CCCC1 (stereo not given)	-10%	-5%	-13%	-8%	-16%	-14%	?	7%	-30%
22	Cc1ccccc1Cn1c(C)cc(C)c(C#N)c1=O	4%	9%	-1%	1%	-10%	-6%	0%	170%[activator]	1%
23	O=[N+]([O-])c1ccc(Cl)c(S(=O)(=O)NCC2CCCO2)c1 (stereo not given)	3%	-2%	-2%	0%	12%	-20%	25%[59 µM]	137%[activator]	11%
24	Cc1ccc(N2CCN(c3cc(C)nc4c(-c5ccc(Cl)cc5)c(C)nn34)CC2C)cc1 (stereo not given)	9%	·	-3%[60.1 µM]	3%	9%	-6%	1%[59 µM]	-1%	11%
25	COc1ccc(C(=O)Nc2cnc3sc(C)nn3c2=O)cc1	13%	22%	-1%	-1%	-4%	14%	15%	138%[activator]	13%
26	CC(Sc1nnc(Cc2ccccc2)o1)C(=O)NC1(C#N)CCCCC1 (stereo not given)	·	19%	-5%	·	-14%	-6%	·	-1%	·
27	Cc1cc(C(F)(F)F)nn1CC(=O)Nc1ccc2c(c1)OCO2	11%	21%	-13%	-2%	-20%	-16%	24%	18%	-13%
28	CC(NC(=O)Cn1c(=O)oc2cc(S(=O)(=O)N3CCCC3)ccc21)c1ccccc1 (stereo not given)	21%	-3%	13%	-3%	-13%	5%	7%	3%	9%
29	COCC(=O)Nc1ccc(N2CCN(c3ccccc3)CC2)c(F)c1	4%	82%[activator]	5%	-2%	-8%	-23%	7%	11%	34%[activator]
30	CC(=O)N1c2ccc(S(=O)(=O)NCCC(=O)Nc3ccc(C)cn3)cc2CC1C (stereo not given)	-1%	19%	4%	-2%	-21%	-1%	10%	-2%	-26%
31	O=C(Nc1ccc(Cl)cc1)OCc1ccccn1	0%	13%	-21%	0%	-15%[57.1 µM]	6%	-2%[59 µM]	7%	1%
32	CC(C)(C)OC(=O)N1CCCN(C(=O)Nc2ccccc2)CC1	1%	-1%	-13%	-2%	-2%	-1%	10%	11%	-3%
33	COc1cc(C(=O)Nc2cccc(C)c2C)ccc1OCC(=O)N1CCOCC1	·	6%	-3%	·	-3%	-3%	18%[59 µM]	8%	-3%
34	CCOc1ccccc1C(=O)Nc1ccc(S(=O)(=O)Nc2cc(OC)nc(OC)n2)cc1	0%	-2%	-6%	-3%	-10%	-7%	-11%	-6%	-6%
35	Cc1ccccc1NC(=O)CSc1cn(CC(=O)N(C(C)C)C(C)C)c2ccccc12	-21%	·	-11%	2%	6%	-11%	7%[59 µM]	18%	-5%
36	Cc1ccc(CNC(=O)COC(=O)c2nc(-c3ccccc3)oc2C)cc1	·	5%	-1%	·	-3%	-5%	-9%[2.33 µM]	-6%	-9%
37	CC1(c2nnc(Cc3ccccc3)o2)CC(c2cccc([N+](=O)[O-])c2)=NO1 (stereo not given)	·	12%	-20%	·	-14%	-9%	0%[12.7 µM]	?	0%
38	COc1ccc(NC(=O)c2c(NCc3cccc(OC)c3)sc3c2CCC3)cc1	-24%	·	-3%[60.1 µM]	-3%	-29%	-6%	14µM*	6%	-5%
39	C#CCOCCOCCOCCNc1nc(N2CCN(C(=O)[C@H]([C@@H](C)O)n3cc(CCCCN)nn3)CC2)nc(N2CCN(C(=O)[C@H](CCCCN)n3cc(CCC(=O)O)nn3)CC2)n1	·	34%	1%	·	-20%	1%	?	?	?
40	O=C(OCC(=O)N1CCCC1=O)C1CCN(S(=O)(=O)c2c(Cl)cccc2Cl)CC1	-4%	16%	-15%	0%	-8%	-1%	·	-7%	-4%

Additional compounds follow.
item	compound	Pol beta inh	APE1 inh	POLK inh	BLM helicase inh	JMJD2A Tudor	POLH inh	G9a inh	POLI inh	BAZ2B inh
41	Nc1sc2c([n+]1CCCS(=O)(=O)[O-])CCCC2	8%	?	-20%	2%	-4%	1%	-21%	19%	-3%
42	Cc1ccc(CNS(=O)(=O)NCc2ccccc2F)cc1	-24%	-5%	-4%	0%	-6%	1%	8%	24%	-3%
43	COc1ccc(C2C(C(=O)C(C)(C)C)=C(O)C(=O)N2Cc2ccccc2)cc1 (stereo not given)	12%	1%	-2%	-3%	-26%	-6%	-13%[59 µM]	17%	-3%
44	O=C(CN(C(=O)CCC(=O)Nc1nccs1)c1cccc(F)c1)NCC1CCCO1 (stereo not given)	-2%	2%	3%	-1%	12%	-8%	-24%[12.7 µM]	8%	3%
45	CCCCOc1ccccc1C(=O)NCCCCCC(=O)O	16%	-2%	4%	0%	-17%	9%	6%	13%	19%
46	COc1ccc(C2NC(=O)N(C)C(C)=C2[N+](=O)[O-])cc1 (stereo not given)	1%	10%	-9%	-2%	-11%	0%	-3%	-4%	1%
47	Cc1ccccc1S(=O)(=O)Cc1ccc(C(=O)NCCCN2CCCC(C)C2)o1 (stereo not given)	11%	17%	8%	1%	-14%	-6%	-27%	8%	-7%

Some values from above.
no. 5 @ BLM helicase inh: -3%
no. 20 @ BLM helicase inh: 1%

From entry 45 as far as 47, copied from above:
item	compound	Pol beta inh	APE1 inh	POLK inh	BLM helicase inh	JMJD2A Tudor	POLH inh	G9a inh	POLI inh	BAZ2B inh
45	CCCCOc1ccccc1C(=O)NCCCCCC(=O)O	16%	-2%	4%	0%	-17%	9%	6%	13%	19%
46	COc1ccc(C2NC(=O)N(C)C(C)=C2[N+](=O)[O-])cc1 (stereo not given)	1%	10%	-9%	-2%	-11%	0%	-3%	-4%	1%
47	Cc1ccccc1S(=O)(=O)Cc1ccc(C(=O)NCCCN2CCCC(C)C2)o1 (stereo not given)	11%	17%	8%	1%	-14%	-6%	-27%	8%	-7%
